Screening data from PubChem.
NRP1-CendR mod: alters CendR peptide binding to human NRP-1 | AID 602438 | inhibition, % at 25 µM | hit rate 0.85% among 360,000 | FAM-RPARPAR peptide binding to NRP-1, fluorescence polarization | O14786;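 active means inhibition or corrected inhibition above about 18%, plus a signal ratio from 0.5 to 1.5, limit read from the data, passing the limit was not always enough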; further: strong numbers were not always called active
PABP1 MLLE inh: blocks PAM2 peptide binding to the PABP1 MLLE domain. inhibition, % at 20 µM. hit rate 0.36% among 360,000. GST-MLLE / FITC-PAM2 fluorescence polarization. AID 588489; in the data active means inhibition above about 35%, passing the limit was not always enough;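 further: plate controls were DMSO wells with GST-MLLE for no effect and wells lacking GST-MLLE protein for full effect; some results filed as inactive read as strong as hits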
Target sequence (P11940 whole entry, looked up, the tested form may be a part): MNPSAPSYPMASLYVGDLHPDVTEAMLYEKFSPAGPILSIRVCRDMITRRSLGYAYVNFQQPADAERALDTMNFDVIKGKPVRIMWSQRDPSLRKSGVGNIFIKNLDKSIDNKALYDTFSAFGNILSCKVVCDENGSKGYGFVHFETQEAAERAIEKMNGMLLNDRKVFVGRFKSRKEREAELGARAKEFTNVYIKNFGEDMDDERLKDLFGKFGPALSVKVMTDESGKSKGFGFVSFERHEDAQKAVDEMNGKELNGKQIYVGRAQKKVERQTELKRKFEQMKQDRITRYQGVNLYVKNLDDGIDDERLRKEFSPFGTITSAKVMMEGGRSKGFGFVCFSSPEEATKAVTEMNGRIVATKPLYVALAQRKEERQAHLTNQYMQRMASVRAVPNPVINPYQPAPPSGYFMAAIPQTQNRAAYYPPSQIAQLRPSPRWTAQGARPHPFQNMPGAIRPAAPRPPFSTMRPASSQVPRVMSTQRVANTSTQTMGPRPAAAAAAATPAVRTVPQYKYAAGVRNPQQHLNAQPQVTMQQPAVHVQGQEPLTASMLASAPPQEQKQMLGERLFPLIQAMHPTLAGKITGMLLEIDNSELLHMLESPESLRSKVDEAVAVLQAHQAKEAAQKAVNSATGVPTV
eLon inh: inhibits E. coli Lon protease. inhibition, % at 7.94 µM. purified E. coli Lon protease, fluorescence polarization. P0A9M0. hit rate 0.42% among 360,000; in the data active means inhibition above about 13%, passing the limit was not always enough;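 further: 0% = enzyme with probe and DMSO and 100% = no enzyme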
FAS-TE inh: FAS thioesterase (human) inhibition. P49327. recombinant FAS-TE, OMFH fluorogenic substrate, fluorescence endpoint. inhibition, % at 15 µM. hit rate 0.67% among 360,000;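 active means compounds whose normalised, plate-corrected inhibition of enzyme fluorescence in the single-dose primary screen is 50% or more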;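 further: 0% = DMSO with enzyme and 100% = substrate without enzyme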
Neddylation inh: blocks human cullin neddylation; calls only at 25 µM; TR-FRET cullin neddylation, biochemical; AID 651699; hit rate 0.58% among 360,000; in the data active means inhibition above about 36%
Rin1-Abl PPI inh: human Rin1-Abl interaction inhibition; P00519+Q13671; TR-FRET Rin1/Abl binding, biochemical; inhibition, % at 7.35 µM; hit rate 0.4% among 360,000; AID 588664; in the data active means inhibition above about 5%, passing the limit was not always enough
SKN-1 block: blocks SKN-1 activity in C. elegans; AID 624304; C. elegans VP596 Pgst-4::GFP/RFP ratio, acrylamide-induced, 24 h; hit rate 0.49% among 360,000; inhibition, % at 21.8 µM;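 active means interference check ratio from 0.5 to 1.5 plus GFP to RFP signal ratio inhibition reaching or exceeding a fixed threshold, cut at about 30% in these data, passing the limit was not always enough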; further: some compounds called inactive have numbers as strong as hits
bovine MsrA act: activators of bovine methionine sulfoxide reductase A | purified bovine MsrA, absorbance read-out | hit rate 0.3% among 360,000 | activation, % at 10.6 µM | AID 602163; in the data active means activation above about 7.5%;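 further: 0% = vehicle and 100% = reference activator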
MT1-MMP act inh: inhibitors of human MT1-MMP activation; hit rate 0.061% among 360,000; P50281; HT1080 RFP-PRO-GFP cells, GFP/RFP ratio fluorescence, overnight; percent of plate control window, DMSO zero; GFP/RFP ratio change, % at 20 µM; AID 651647;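 active means GFP/RFP ratio change of at least 30% with cell ATP level not reduced by more than half and red fluorescence within 50% of control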; further: strong numbers were not always called active
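Test system: HT1080 cells expressing an RFP-PRO-GFP fluorescent reporter construct / Compound dosing: single-point 20 µM compound, 1% DMSO / Schedule: cells overnight before dosing, compound overnight, 37 °C, 5% CO2 / Evaluation: GFP/RFP fluorescence ratio / Control set: DMSO and RFP-L50D-GFP cell wells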
Starred values were filed as active, the others as inactive; i = inactive; / = no result given. Only part of the results is shown, so the mix of outcomes need not match the whole.

Order of values: NRP1-CendR mod	PABP1 MLLE inh	eLon inh	FAS-TE inh	Neddylation inh	Rin1-Abl PPI inh	SKN-1 block	bovine MsrA act	MT1-MMP act inh
- Cc1ccc(-n2c(O)c(/C=N/N3CCCCCC3)c(=O)[nH]c2=O)cc1C
 : -6	-4	3	-3	i	-4	14	0	-7
- Cc1ccc2nc(N3CCC(C(=O)N4CCC5(CC4)OCCO5)CC3)sc2c1
 : 15	-3	8	-4	i	4	-28	-8	0
- CN1C(=O)c2ccccc2NC(=O)C1Cc1ccccc1 (stereo not given)
 : -1	6	4	-4	i	0	-14	-7	-1
- COc1cc(C2NCc3ccccc3-n3cccc32)ccc1O (stereo not given)
 : -6	4	-8	-10	i	2	-6	-3	3
- OC(CCNCCc1c[nH]c2ccccc12)C(F)(F)F (stereo not given)
 : -6	4	-3	-4	i	-3	7	-2	-3
- O=C(c1ccc(CS(=O)(=O)c2ccc(Br)cc2)o1)N1CCC2(CC1)OCCO2
 : -6	1	-10	-8	i	-2	-2	-9	3
- CC(=O)NC1=C(N2CC2C)C(=O)C(NC(C)=O)=C(N2CC2C)C1=O (stereo not given)
 : 12	11	-18	-7	i	-2	4	-5	0
- COc1ccccc1OCCCn1cc(C(=O)c2ccco2)c2ccccc21
 : 17	-8	7	15	i	-5	10	-1	-1
- O=C(Nc1ccccc1)c1cc([N+](=O)[O-])ccc1N1CCNCC1
 : 18	-7	2	15	i	-1	0	-1	0
- CCC(=NC1CC1)c1c(O)n(-c2ccc(OC)cc2)c(=O)[nH]c1=O
 : 18	1	-9	-5	i	0	9	-1	-1
- O=C(NCc1ccc(C(=O)N2CCC3(CC2)OCCO3)cc1)c1ccc2c(c1)OCO2
 : 0	-6	9	-4	i	-1	2	-3	-1
- COC(=O)C1=C(c2ccc(OCc3ccccc3)cc2)C[C@@H]2CC[C@H]1N2C(=O)NC1CCN(Cc2ccccc2)CC1
 : 1	-2	1	8	i	1	-3	-6	4
- CN1CCC2(CC1)NC(=O)C1=C(CN(C)CC1)N2
 : -3	1	5	-6	i	0	20	-2	0
- CCOc1ccc(-n2c(O)c(N=Nc3c(C)n(C)n(-c4ccccc4)c3=O)c(=O)[nH]c2=O)cc1
 : -25	-31	-3	-3	i	-2	13	-6	6
- COc1ccc(-n2nnnc2C(c2cccs2)N2CCC3(CC2)C(=O)NCN3c2ccccc2)cc1 (stereo not given)
 : 0	-12	-1	26	i	3	7	0	-2

Quoted at random: three records from the list, in no set order.
Order of values: NRP1-CendR mod	PABP1 MLLE inh	eLon inh	FAS-TE inh	Neddylation inh	Rin1-Abl PPI inh	SKN-1 block	bovine MsrA act	MT1-MMP act inh
- Cc1ccc(-n2c(O)c(/C=N/N3CCCCCC3)c(=O)[nH]c2=O)cc1C
 : -6	-4	3	-3	i	-4	14	0	-7
- OC(CCNCCc1c[nH]c2ccccc12)C(F)(F)F (stereo not given)
 : -6	4	-3	-4	i	-3	7	-2	-3
- COc1ccc(-n2nnnc2C(c2cccs2)N2CCC3(CC2)C(=O)NCN3c2ccccc2)cc1 (stereo not given)
 : 0	-12	-1	26	i	3	7	0	-2

Copied from the list.
bovine MsrA act result of `O=C(NCc1ccc(C(=O)N2CCC3(CC2)OCCO3)cc1)c1ccc2c(c1)OCO2` is entered as -3
PABP1 MLLE inh result of `OC(CCNCCc1c[nH]c2ccccc12)C(F)(F)F` (stereo not given) is entered as 4
SKN-1 block result of `O=C(c1ccc(CS(=O)(=O)c2ccc(Br)cc2)o1)N1CCC2(CC1)OCCO2` is entered as -2
SKN-1 block result of `CN1C(=O)c2ccccc2NC(=O)C1Cc1ccccc1` (stereo not given) is entered as -14

Next section:
Order of values: NRP1-CendR mod	PABP1 MLLE inh	eLon inh	FAS-TE inh	Neddylation inh	Rin1-Abl PPI inh	SKN-1 block	bovine MsrA act	MT1-MMP act inh
- CN1C(=O)C(Cc2nc3ccccc3c(=O)n2-c2ccccc2)c2ccccc21 (stereo not given)
 : -4	2	4	8	i	-6	-9	-3	-8
- Cc1ccc(CN2CCCN(Cc3ccc(C)cc3)S2(=O)=O)cc1
 : -5	2	-10	28	i	1	17	0	4
- Cc1cc(OCC(=O)NC(Cc2ccc(Cl)cc2)C(=O)O)c2c3c(c(=O)oc2c1)CCCC3 (stereo not given)
 : -35	-14	-1	24	/	0	12	-8	0
- O=C1C2C3CCC(O3)C2C(=O)N1c1cccc(F)c1 (stereo not given)
 : 6	-1	7	-1	i	0	-14	-4	-1
- O=c1[nH]c(=S)n(-c2ccccc2)c(O)c1C=NCCN1CCNCC1
 : -8	12	3	-3	i	1	7	-4	-3
- CCOP(=O)(OCC)C(O)c1ccc(Br)cc1 (stereo not given)
 : -3	10	3	-8	i	1	7	-2	-1
- CCOc1ccc(NC(=O)c2c(O)[nH]c(=O)[nH]c2=O)cc1
 : 6	-1	0	-7	i	-2	14	-4	3
- COc1ccc(-n2c(O)c(C(C)=NCCc3c[nH]c4ccccc34)c(=O)[nH]c2=O)cc1
 : -6	-8	-8	1	i	0	3	-1	1
- Cc1ccc(N2C(=O)NC(=O)/C(=C/c3ccc(-c4ccc(C(=O)O)c(Cl)c4)o3)C2=O)cc1
 : -94	21	-22	-5	i	-1	13	-3	-9
- CC1CCC(C(C)C)C(OP(N)(=O)c2ccccc2)C1 (stereo not given)
 : -3	5	-1	-7	i	-4	1	2	0
- Cc1ccccc1-n1c(C)nc2sccc2c1=O
 : 0	16	-11	-4	i	3	-1	-4	-8
